Source: PubChem BioAssay (several laboratories)
FXN GAA850 act – FXN promoter activators, primary screen, cell-based, luciferase luminescence, HEK293 lucGAA850; activation, % at 6 µM; 360,000 tested, 0.56% active; AID 540364, 2011; HEK293 lucGAA850 FXN promoter luciferase reporter, 24 h; percent of 10 µM SAHA response;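 active = activation above the average of all compounds screened plus 3 SD, cutoff fixed separately per campaign, cut at about 7.5% in these data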;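 also: 0% = DMSO wells and 100% = 10 µM SAHA wells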
hcDAF12 agonist – H. contortus DAF-12 nuclear receptor activators, primary screen, cell-based, luminescence, HEK293, lit1-tk-luc reporter | HEK293 hcDAF-12 lit1-tk-luc reporter; 0% DMSO, 100% Δ7-dafachronic acid | activation, % at 6.8 µM | 370,000 tested, 1.4% active;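 active = activation above the mean of all tested compounds plus 3 SD, cut at about 5.5% in these data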;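 also: 100% = response to 3 µM Δ7-dafachronic acid high control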
GC-B act – human GC-B receptor activators, primary screen, HEK293 GC-B cells, cGMP TR-FRET, EC30 CNP. Atrial natriuretic peptide receptor 2 (Homo sapiens), P20594. 0% at EC30 CNP, 100% saturating CNP. activation, % at 10 µM. 370,000 tested, 0.11% active;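 active = activation at 10 µM reaching about 35% in either raw or pattern-adjusted values, limit read from the data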
sPLA2-III inh – human group III sPLA2 inhibitors, primary screen, biochemical, QFRET, BODIPY PC-A2 liposome substrate; QFRET BODIPY PC-A2 liposome hydrolysis, fluorescence; inhibition, % at 12.2 µM; 370,000 tested, 0.56% active;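 active = inhibition above mean plus 3 SD of compounds lying within the high and low control bounds, cut at about 19% in these data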;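 also: 0% = median of test compound wells and 100% = no enzyme DMSO wells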
Target sequence (Q9NZ20 whole entry, looked up): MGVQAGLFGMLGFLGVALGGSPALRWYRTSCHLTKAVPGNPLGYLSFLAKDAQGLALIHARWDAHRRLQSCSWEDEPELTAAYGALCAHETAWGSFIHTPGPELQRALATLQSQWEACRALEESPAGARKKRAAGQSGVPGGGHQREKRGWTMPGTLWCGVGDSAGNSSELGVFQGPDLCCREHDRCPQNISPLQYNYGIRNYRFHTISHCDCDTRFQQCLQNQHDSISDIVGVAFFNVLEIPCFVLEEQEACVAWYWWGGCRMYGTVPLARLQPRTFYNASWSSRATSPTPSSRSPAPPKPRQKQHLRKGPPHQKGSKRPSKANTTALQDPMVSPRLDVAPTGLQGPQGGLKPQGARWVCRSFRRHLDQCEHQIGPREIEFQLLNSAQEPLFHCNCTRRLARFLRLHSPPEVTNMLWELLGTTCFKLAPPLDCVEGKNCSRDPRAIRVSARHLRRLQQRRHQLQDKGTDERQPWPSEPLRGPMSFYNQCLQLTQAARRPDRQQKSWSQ
hgDAF12 agonist – H. glycines DAF-12 receptor agonists, primary screen, cell-based, luminescence, HEK293, GAL4 fusion, UAS-luciferase; Nuclear hormone receptor DAF-12 (Heterodera glycines), GAL4 fusion; activation, % at 6.8 µM; HEK293 GAL4-hgDAF12 UAS-luciferase reporter, agonist luminescence; normalized to butyrate control; AID 687014, 2013; 370,000 tested, 1.8% active;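 active = activation above a cutoff set at the mean of all screened compounds plus 3 SD, cut at about 10% in these data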;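 also: 0% = DMSO wells and 100% = sodium butyrate wells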
SMARCA2 act – SMARCA2 (BRM) function activators, primary screen, cell-based, luminescence, high throughput; activation, % at 9.1 µM; 370,000 tested, 1% active; MG213 cells, MMTV-luciferase reporter, dexamethasone, overnight; AID 652017, 2013; in the data active = activation above about 7.8%;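 also: 0% = vehicle wells and 100% = reference activator wells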
ADAM10 inh – human ADAM10 inhibitors, primary screen, biochemical, QFRET, HTS | Disintegrin and metalloproteinase domain-containing protein 10 (Homo sapiens), O14672 | inhibition, % at 7 µM | 370,000 tested, 0.62% active | recombinant ADAM10, EDANS/DABCYL FRET peptide cleavage, 3 h;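 active = inhibition above a per-campaign cutoff equal to the mean of compounds falling between control-based bounds plus 3 SD, cut at about 20% in these data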;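 also: 0% = DMSO wells while the 100% control is not disclosed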
DAX1 inh-1 – DAX1 (NR0B1) inhibitors on StAR promoter, primary screen, cell-based, luminescence, SF-1 (NR5A1), full-length DAX-1. HEK293T StAR-luciferase reporter, SF-1/DAX-1 repression relief. inhibition, % at 6.8 µM. 370,000 tested, 1.1% active. AID 652010, 2013;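 active = inhibition above the mean over all tested compounds plus 3 SD, cut at about 3.6% in these data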;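 also: 0% = DAX-1 cells with DMSO and 100% = cells lacking DAX-1 with DMSO; higher inhibition means more luminescence from relief of DAX-1 repression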
NPR1 activator – GC-A stimulated cGMP production enhancers – HEK293 GC-A cells, cGMP TR-FRET, EC30 ANP, primary screen; Atrial natriuretic peptide receptor 1 (Homo sapiens), P16066; 0% at EC30 ANP, 100% saturating ANP; activation, % at 10 µM; 370,000 tested, 0.14% active; AID 1671463, 2021; in the data active = activation above about 40%
DAX1 inh-2 – DAX1 (NR0B1) inhibitors, primary screen, cell-based, HEK293, Gal4-DAX1, luciferase luminescence | Nuclear receptor subfamily 0 group B member 1 (Homo sapiens), P51843 | HEK293 Gal4-DAX1 luciferase reporter | inhibition, % at 6.75 µM | 340,000 tested, 0.99% active | AID 504766, 2011;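 active = inhibition above the mean over all tested compounds plus 3 SD, cut at about 4.2% in these data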;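 also: 0% = DAX1-transfected cells with DMSO and 100% = empty-vector control cells with DMSO; inhibition shows as a rise in luminescence from relieved DAX1 repression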
Target sequence (P51843 207-470 limits assumed): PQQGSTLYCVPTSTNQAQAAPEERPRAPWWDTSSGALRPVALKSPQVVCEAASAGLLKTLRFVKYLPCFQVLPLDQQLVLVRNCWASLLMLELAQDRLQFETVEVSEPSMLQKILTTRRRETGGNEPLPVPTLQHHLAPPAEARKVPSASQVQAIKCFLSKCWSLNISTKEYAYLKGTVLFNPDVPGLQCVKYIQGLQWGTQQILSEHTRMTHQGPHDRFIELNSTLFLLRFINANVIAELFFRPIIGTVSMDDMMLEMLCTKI
ssDAF12 agonist – S. stercoralis DAF-12 nuclear receptor activators, primary screen, cell-based, luminescence, HEK293, GRIP1 co-expression, lit1-tk-luc; Nuclear hormone receptor DAF-12 (Strongyloides stercoralis); HEK293 ssDAF-12/GRIP1 lit1-tk-luc reporter; % of 3 µM dafachronic acid response; activation, % at 6.8 µM; 370,000 tested, 1% active; AID 652126, 2013;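 active = activation above the mean over all tested compounds plus 3 SD, cut at about 0.9% in these data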;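 also: 0% = DMSO-only wells and 100% = 3 µM delta7-dafachronic acid wells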
Active calls of the source: *; i = inactive; · = not tested or not shown.

SMILES | FXN GAA850 act | hcDAF12 agonist | GC-B act | sPLA2-III inh | hgDAF12 agonist | SMARCA2 act | ADAM10 inh | DAX1 inh-1 | NPR1 activator | DAX1 inh-2 | ssDAF12 agonist
CCN(CC)S(=O)(=O)c1ccc(N2CCOCC2)c(NC(=O)c2ccc(C#N)cc2)c1 | 0.5 | -0.6 | -11 | -2 | -1.7 | -3 | -6 | -0.2 | -2 | 2.1 | -1.4
COCCCn1nnnc1SCC(=O)N1c2ccccc2CC1C (stereo not given) | -0.3 | 1.1 | -4 | 5 | 2.0 | 1 | 1 | -1.0 | 2 | -0.4 | -0.2
CCOC(=O)CC1C(=O)NCCN1S(=O)(=O)c1ccc(NC(C)=O)cc1 (stereo not given) | 1.6 | -1.5 | 0 | -1 | -0.8 | -2 | 6 | -0.9 | 0 | 0.3 | -1.3
c1ccc(-c2nc3ccccn3c2-c2ccccc2)cc1 | 2.2 | -1.0 | -1 | 9 | -1.2 | -6 | -149 | -0.6 | -2 | -0.7 | -2.0
CCOc1cc(N2CCOCC2)c(OCC)cc1NC(=O)COC(=O)c1c(CC)noc1C | 1.1 | -0.7 | 7 | 4 | -1.4 | -3 | -5 | 0.0 | 7 | 0.5 | -0.4
O=C1ON=C(c2ccccc2)/C1=C/c1ccc(O)cc1 | -1.1 | 1.2 | 11 | 9 | 0.3 | 1 | 10 | 0.2 | 35 | -0.6 | -1.2
COc1cc(C(C)=O)ccc1OC(C)C(=O)Nc1ccc(S(=O)(=O)N2CCCC2)cc1 (stereo not given) | 0.3 | -1.2 | 7 | -1 | 7.1 | -1 | -3 | -1.0 | 5 | 0.8 | -1.0
Cc1ccc(S(=O)(=O)N2CCCC(C(=O)N(Cc3cccs3)C3CC3)C2)cc1 (stereo not given) | -2.0 | -2.0 | 0 | -10 | -3.3 | -7 | 1 | -0.9 | 1 | -1.4 | -1.8
O=C(CC12CC3CC(CC(Br)(C3)C1)C2)Nc1nncs1 | 0.5 | -2.5 | 0 | 10 | -1.5 | -3 | -6 | 0.2 | 5 | -0.8 | -0.7
CCn1c(C)[n+](Cc2ccccc2)c2ccc(Cl)cc21 | -0.7 | -1.0 | -1 | 1 | -2.4 | -4 | 5 | 0.0 | 4 | 3.1 | -0.8
O=C1/C(=C/C=C/c2ccco2)SC(=S)N1NS(=O)(=O)c1ccccc1 | -1.4 | 4.9 | 2 | -15 | -1.1 | -2 | -21 | 0.2 | -11 | 0.7 | -1.8
CCCCN(C(=O)CC(c1ccccc1)c1ccccc1)c1c(N)n(CCC)c(=O)[nH]c1=O | 0.4 | -0.2 | -6 | -8 | -3.0 | -2 | -4 | 0.0 | -4 | -0.8 | -1.3
c1ccc(Cn2nnnc2C(c2cccs2)N2CCOCC2)cc1 (stereo not given) | 4.9 | -1.5 | -2 | -5 | -1.2 | 0 | -8 | 0.2 | -9 | 1.7 | -1.1
O=C(CCNS(=O)(=O)c1ccccc1C(F)(F)F)N1CCN(C(c2ccccc2)c2ccccc2)CC1 | -0.1 | 0.6 | -8 | -25 | -1.7 | 0 | 9 | -2.7 | -7 | -1.5 | -0.9
Nc1ccn(C2CCCCO2)c(=O)n1 (stereo not given) | -0.7 | 1.9 | 0 | 1 | -0.8 | 1 | -13 | 0.1 | 1 | 2.8 | -0.2
O=C(O)c1cc(=O)cc(C(=O)O)[nH]1 | 0.9 | -0.9 | 2 | 4 | -1.4 | -2 | 1 | -0.2 | -4 | 0.0 | -1.2
C[C@H]1[C@@H](NCc2ccccc2)CC[C@@]23CCCN2C(=O)CCC[C@@H]13 | · | -1.1 | -7 | 2 | -0.6 | · | 2 | · | 4 | · | -1.2
Cc1nn(CCCC(=O)Nc2sc3c(c2C#N)CCC3)c(C)c1[N+](=O)[O-] | 0.3 | -1.2 | -5 | 3 | -1.6 | 0 | 3 | 0.5 | -5 | 0.2 | -1.1
CN1CCC(=NNC(=O)c2ccc(N(Cc3ccc(Cl)cc3)S(C)(=O)=O)cc2)CC1 | 2.1 | -2.4 | -5 | -4 | 0.1 | -1 | 6 | -0.6 | 2 | -1.4 | -1.7
Cc1ccc(SCC(=O)c2ccc(CC(=O)O)s2)cc1 | 1.4 | -2.1 | -2 | -30 | 1.8 | -2 | 4 | -0.2 | 3 | · | -1.0
Cc1ccc2nc3c(cc(C(=O)NCCCn4ccnc4)n3C)c(=O)n2c1 | 4.0 | -2.4 | 1 | -1 | -0.6 | 2 | i | -0.4 | 19 | -1.0 | -1.2
CCCNC(=S)N(Cc1ccccc1)Cc1nc2ccccc2c(=O)[nH]1 | -4.5 | 0.0 | 1 | 22* | 5.1 | -6 | -12 | 0.0 | 2 | -1.0 | -0.4
COC(=O)c1c(NC(=O)CSc2nnc(CNc3ccc(Cl)cc3)o2)sc(C)c1C | -0.9 | 1.8 | -10 | -38 | 2.0 | 0 | 17 | 0.0 | -4 | -2.1 | 0.3
CCOC(=O)c1cc2c(=O)n3cccc(C)c3nc2n(CC(C)C)c1=NC(=O)c1ccco1 | 2.1 | 2.2 | -4 | 8 | 0.7 | 4 | i | 1.3 | 1 | 1.0 | -0.7
CC(C)n1nnnc1SCC(=O)N(C)C1CCS(=O)(=O)C1 (stereo not given) | -0.8 | 0.5 | 0 | 2 | 2.2 | 5 | 1 | 0.4 | 4 | 2.2 | -1.6
O=C1C2C3C=CC(C3)C2C(=O)N1CCCCN1C(=O)C2C3C=CC(C3)C2C1=O (stereo not given) | 1.5 | -2.1 | -4 | 6 | -1.3 | -1 | -6 | 0.4 | 2 | -0.8 | -1.2
COC(=O)C1=C(C)OC(N)=C(C#N)C1c1ccco1 (stereo not given) | -1.1 | -0.3 | -2 | -1 | 0.9 | -7 | 1 | 0.0 | 1 | -0.2 | -0.9
N#Cc1ccccc1NC(=O)CSc1n[nH]c(=O)n1C1CC1 | -0.5 | 3.1 | -11 | 15 | -1.7 | -3 | -10 | -1.1 | -3 | 0.1 | 0.7
O=C(CNS(=O)(=O)c1ccccc1)NCC(=O)OCc1ccccc1F | 0.1 | 0.0 | -1 | -1 | 2.0 | -3 | -2 | 0.1 | 0 | -0.7 | -1.1
CCc1cc(=O)oc2c(C)c(OS(C)(=O)=O)ccc12 | 3.3 | -1.4 | 8 | 7 | -0.2 | -3 | -236 | -1.2 | 2 | -0.8 | -0.7
O=C(c1cccs1)c1cn(CC(=O)N2CCc3ccccc3C2)c2ccccc12 | -3.1 | -1.8 | -1 | 1 | 0.1 | -1 | 12 | 0.6 | 0 | -0.4 | -0.8
Cc1ccc(Oc2nc(-c3ccccn3)nc3ccccc23)cc1 | 2.2 | 0.6 | 0 | 4 | 4.5 | 4 | 7 | 0.7 | -6 | · | -0.9
Cc1ccc(-c2nc(N)n(S(=O)(=O)c3ccc(C)cc3)n2)cc1 | 1.7 | -1.0 | 4 | -5 | -3.6 | -1 | 1 | -1.3 | 7 | -3.0 | -0.8
O=c1cc(CN2CCN(S(=O)(=O)c3cccc(Cl)c3)CC2)c2ccc(O)cc2o1 | -1.0 | -0.8 | -6 | -25 | 0.7 | -3 | i | -2.1 | -6 | -0.8 | -1.7
CCOC(=O)C1=C(N)Oc2cc(O)ccc2C1c1cccc([N+](=O)[O-])c1 (stereo not given) | -1.1 | -0.2 | -9 | -5 | -1.5 | -3 | 6 | -0.3 | 4 | -1.2 | -1.3
CC(=O)Nc1ccc(S(=O)(=O)N2c3ccccc3NC(=O)CC2C)c(Cl)c1 (stereo not given) | -0.8 | 0.8 | -2 | -6 | -2.4 | 0 | 3 | 0.3 | 0 | · | -1.4

Reprinted at random: 2 records from the list
SMILES | FXN GAA850 act | hcDAF12 agonist | GC-B act | sPLA2-III inh | hgDAF12 agonist | SMARCA2 act | ADAM10 inh | DAX1 inh-1 | NPR1 activator | DAX1 inh-2 | ssDAF12 agonist
CCOC(=O)C1=C(N)Oc2cc(O)ccc2C1c1cccc([N+](=O)[O-])c1 (stereo not given) | -1.1 | -0.2 | -9 | -5 | -1.5 | -3 | 6 | -0.3 | 4 | -1.2 | -1.3
COC(=O)C1=C(C)OC(N)=C(C#N)C1c1ccco1 (stereo not given) | -1.1 | -0.3 | -2 | -1 | 0.9 | -7 | 1 | 0.0 | 1 | -0.2 | -0.9

(further entries)
SMILES | FXN GAA850 act | hcDAF12 agonist | GC-B act | sPLA2-III inh | hgDAF12 agonist | SMARCA2 act | ADAM10 inh | DAX1 inh-1 | NPR1 activator | DAX1 inh-2 | ssDAF12 agonist
O=C(Cn1nnc(-c2ccc(Cl)cc2)n1)NC1CCS(=O)(=O)C1 (stereo not given) | 0.4 | 0.1 | 6 | 3 | -0.7 | 1 | -13 | -1.0 | 3 | 0.9 | -1.0
Cc1cc(NC(=O)c2cc3cccc([N+](=O)[O-])c3[nH]2)ccc1F | 2.4 | 7.7* | -5 | -10 | 14* | 0 | 14 | 2.4 | 2 | 9.7* | -0.1
CSc1ncccc1C(=O)Nc1nc(C(C)(C)C)cs1 | -1.0 | -0.7 | 3 | -9 | 0.7 | 0 | 3 | -0.4 | -3 | -1.1 | -1.2
N#Cc1cccc(NC(=O)Cn2cnc(S(=O)(=O)N3CCCC3)c2)c1 | 1.6 | -2.3 | -4 | -2 | 0.2 | -2 | 2 | -0.2 | 4 | 0.4 | -0.8
COc1ccc(CN2CCN(C(=O)CC(C)C)CC2)cc1Br | 1.5 | -1.3 | 5 | -1 | -2.1 | 0 | -4 | -0.1 | 2 | -0.7 | -0.9
CCOC(=O)NC(O)C(=O)c1cccs1 (stereo not given) | -0.4 | 2.8 | -2 | -1 | 1.1 | -6 | -3 | -0.2 | 4 | 0.5 | -0.6
COc1ccc(-n2c(SCC(=O)NCc3ccco3)nc3c([nH]c4ccccc43)c2=O)cc1 | 0.0 | 0.7 | 5 | 11 | -5.1 | -2 | -16 | -1.6 | 14 | -0.3 | -1.1
CCOC(=O)c1cnn(-c2cc(Oc3ccccc3C)ncn2)c1N | 0.1 | 0.4 | 3 | 4 | -1.5 | -3 | -14 | 0.4 | 2 | -0.3 | -1.5
CNS(=O)(=O)c1cccc(C(=O)OCC(=O)Nc2ccc(N3CCCCC3)cc2)c1 | 1.5 | -0.5 | -3 | -2 | -0.8 | 4 | 0 | 0.2 | 1 | 2.4 | -0.9
COc1ccc(S(=O)(=O)N2CC(O)C[C@H]2C(=O)OCC(=O)N2CCCCCC2)cc1 (stereo not given in full) | 0.0 | -1.4 | -1 | -1 | -0.6 | -2 | -3 | -0.3 | 2 | -1.1 | -1.6
